# IP6K1 inhibitor – Primary qHTS assay for small molecule inhibitors of Inositol hexaphosphate kinase 1 (IP6K1); AID 1645851, 2021; 0.81% of 140,000 active; activity change, % (series mostly up to about 58 µM); IP6K1 kinase, ADP-Glo luminescence, 2 h; active compounds read low; in the data active = activity change below about -25%
# Target sequence (Q92551 whole entry, looked up): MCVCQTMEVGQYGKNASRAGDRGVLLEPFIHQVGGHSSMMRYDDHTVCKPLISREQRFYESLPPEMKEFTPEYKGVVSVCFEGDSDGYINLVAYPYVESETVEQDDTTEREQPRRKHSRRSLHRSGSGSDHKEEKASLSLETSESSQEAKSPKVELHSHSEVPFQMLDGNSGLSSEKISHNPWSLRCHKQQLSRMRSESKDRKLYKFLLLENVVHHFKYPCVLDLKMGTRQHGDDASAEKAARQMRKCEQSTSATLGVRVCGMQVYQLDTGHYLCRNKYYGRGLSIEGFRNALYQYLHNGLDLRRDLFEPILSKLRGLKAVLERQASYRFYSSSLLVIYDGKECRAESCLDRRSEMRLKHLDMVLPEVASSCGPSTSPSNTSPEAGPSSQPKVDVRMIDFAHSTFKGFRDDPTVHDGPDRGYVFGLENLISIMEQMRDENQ
#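 ADP-Glo luminescence measures ADP made by human IP6K1 during a 2 h RT reaction with ATP/IP6 (mix at 1.3 mM/130 uM); top library doses 57.5 and 19.1 uM final.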
# SNCA expr inh – Primary qHTS assay for inhibitors of alpha-synuclein gene (SNCA) expression | HEK-293 SNCA-luciferase knock-in, luminescence, 24 h | Potency, µM (top dose mostly 57.2 µM), inactives show top-dose activity change, negative = inhibition, usual class: inhibitors | 0.17% of 140,000 active;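 note: potency is the fitted concentration of half-maximal effect; plate controls were DMSO cells for no effect and cell-free wells for full effect; nearly all actives have a fitted effect of over 45% in size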
# HEK cytotox – Cytotoxic Profiling in HEK 293 Cell Line of Diverse Libraries Using Quantitative High-Throughput Screening | HEK 293 viability, ATP luminescence (CellTiter-Glo), 48-72 h | Potency, µM (series often up to 115 µM), for the others: at the top dose activity change, negative = cytotoxicity, usual class: inhibitors | 6.6% of 94,000 active; note: potency is the fitted concentration of half-maximal effect; nearly all actives have a fitted effect of over 60% in size
#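 Read-out: CellTiter-Glo ATP luminescence. Cells: HEK 293, 250 cells/well. Exposure: 48 or 72 hr, 37 degree Celsius.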
# Luciferase inh – Firefly luciferase inhibition profiling of diverse chemical library using quantitative high-throughput screening; Luciferin 4-monooxygenase (Photinus pyralis), P08659; purified P. pyralis luciferase, luminescence, biochemical; Potency, µM (series often up to 115 µM), inactives show at the top dose activity change, negative = inhibition, actives largely listed as inhibitors; 2.5% of 76,000 active; AID 1347043, 2019; note: potency is the fitted concentration of half-maximal effect; nearly all actives have a fitted effect of over 65% in size
#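 Luminescence read by CCD imaging after purified firefly luciferase (10nM final) was added to substrate buffer holding 10uM D-luciferin and 10uM ATP, pH 7.5, pre-dosed with compound.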
# NIH3T3 tox – Cytotoxic Profiling in NIH 3T3 Cell Line of Diverse Libraries Using Quantitative High-Throughput Screening. NIH 3T3 viability, CellTiter-Glo ATP luminescence, 48-72 h. Potency, µM (series often up to 96.7 µM), inactives show at the top dose activity change, negative = cytotoxicity, hits mostly inhibitors. 4.3% of 94,000 active; note: potency is the fitted concentration of half-maximal effect; nearly all actives have a fitted effect of over 55% in size
#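 Viability of NIH 3T3 cells after 48 or 72 hr compound treatment at 37 °C was assessed by CellTiter-Glo, with luminescence imaged following a 10 min room-temperature step.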
# HEK293 viab – GF-AFC viability counterscreen for inhibitors of alpha-synuclein gene (SNCA) expression; Potency, µM (series often up to 57.1 µM), for the others: at the top dose activity change, negative = cytotoxicity, actives largely listed as cytotoxic; 0.12% of 150,000 active; HEK-293-SNCA-luc viability, GF-AFC fluorescence, 24 h;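 note: potency is the fitted concentration of half-maximal effect; 0% = DMSO-treated cells and -100% = medium-only wells without cells; nearly all actives have a fitted effect of over 30% in size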
#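 HEK-293-SNCA-luc cells (1500/well) plated 24 h, then exposed 24 h to a dilution series; GF-AFC added 30 min at 37C, fluorescence 405/540 nm; normalised to medium-only and DMSO wells, Hill fit.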
# GPT2 inh – Primary qHTS assay for inhibitors of Glutamate pyruvate transaminase 2 (GPT2); Recombinant GPT2, coupled pyruvate oxidase/HRP Amplex Red fluorescence; Potency, µM (highest dose often 57.7 µM), for inactives: top-dose activity change, negative = inhibition, usual class: inhibitors; 0.25% of 100,000 active; Alanine aminotransferase 2 (Homo sapiens), Q8TD30; note: potency is the fitted concentration of half-maximal effect; nearly all actives have a fitted effect of over 60% in size; many of its hits are not listed in these tables
# Target sequence (Q8TD30 whole entry, looked up): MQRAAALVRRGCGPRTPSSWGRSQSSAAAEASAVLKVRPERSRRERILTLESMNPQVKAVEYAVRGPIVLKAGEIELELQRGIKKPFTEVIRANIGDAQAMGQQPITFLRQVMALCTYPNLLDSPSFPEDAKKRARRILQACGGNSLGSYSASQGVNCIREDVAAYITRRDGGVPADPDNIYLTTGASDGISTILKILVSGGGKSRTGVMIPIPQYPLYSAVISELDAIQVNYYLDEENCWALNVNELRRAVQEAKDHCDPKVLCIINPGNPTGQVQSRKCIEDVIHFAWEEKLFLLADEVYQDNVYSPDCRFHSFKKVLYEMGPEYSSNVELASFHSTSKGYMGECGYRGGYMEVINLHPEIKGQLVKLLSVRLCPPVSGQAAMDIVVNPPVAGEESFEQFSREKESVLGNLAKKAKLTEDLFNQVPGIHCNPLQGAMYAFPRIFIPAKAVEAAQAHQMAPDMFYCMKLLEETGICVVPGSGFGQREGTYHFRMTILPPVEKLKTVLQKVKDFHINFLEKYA
#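 Inhibition is scored from Amplex Red fluorescence generated when pyruvate oxidase and HRP act on pyruvate released by GPT2. Reactions contain 10ng/uL enzyme, 250uM a-KG and 2mM L-alanine and run 30 min at room temperature.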
# Numbers without * were called inactive; i = inactive; ? = inconclusive; nt = no result given; [ ] = another dose, or the depositor's remark. Unless noted, calls come from the whole dose curve; as a rule, active = well fitted curve in the direction sought with a large enough effect; inconclusive = small, poorly fitted or top-dose-only effect, or another doubt; inactive = no such curve, though single readings can be large; an effect the other way counts as inactive or inconclusive. Unless noted, % is set by controls: 0 for no effect and ±100 for the full control effect.
SMILES,IP6K1 inhibitor,SNCA expr inh,HEK cytotox,Luciferase inh,NIH3T3 tox,HEK293 viab,GPT2 inh
CN(Cc1ccsc1)c1ccc(C(=O)N2CCCN(c3ncccn3)CC2)cn1,-8,-18%,1%,8%,-4%,0%,i
O=C(N1CCC2(CC1)OCCCC2O)C1(c2ccc(Cl)cc2)CCC1 (configuration not stated),12,29%,-14%,-1%,-8%,-5%,i
COc1ccc(-c2cnc3[nH]cc(CC(=O)NCc4cccnc4)c3c2)cc1OC,-15,37%[87.6 µM],?,3%[172 µM],16µM*,-10%[87.6 µM],-2%[88.5 µM]
CCn1cc(CN2CC[C@H](CO)[C@H](N(C)C)C2)c(C)n1,-6,34%[activator],-12%,8%,-5%,2%[12.5 µM],i
O=C1CCN(S(=O)(=O)c2ccccc2)CCCN(C(=O)Cc2cccnc2)CCN1,-3,27%,i,-2%,i,-3%,1%
O=C(O)C1(Oc2ccc3ccccc3c2)CCN(c2ncnc3nc[nH]c23)CC1,-11,-22%,-15%,13%,-2%,12%,3%
O=C(NCC1CCOCC1)c1n[nH]c2ccccc12,-4,26%,4%,?,i,4%,4%
CNC(=O)[C@H]1C[C@H](Oc2ccccc2)CN1C(=O)c1cc(-c2ccccc2)n[nH]1,26,4%,?,-7%,-20%,-8%,i
COCC1CN(C2CCC2)CC12CCN(C(=O)c1ccn[nH]1)CC2 (configuration not stated),22,-15%,-6%,4%,-16%,-5%,i
Cc1nc2c(C(=O)NCCc3ccc(Cl)cc3)c[nH]n2c(=O)c1Cc1ccc(Cl)cc1,-4,27%,nt,nt,nt,6%,nt
CCOc1cc(C(=O)Nc2c(NC)c3ccccc3oc2=O)cc(OCC)c1OCC,-2,84%[activator],nt,nt,nt,-6%,nt
Cc1ccccc1-c1noc(CN(C)Cc2cc(-c3ccncc3)no2)n1,-4,9%,?,4%,?,-1%,i
O=C1CC2(CCN(CC3CCCCC3)CC2)Oc2ccccc2N1,7,30%[activator][87.6 µM],?,-1%[172 µM],-18%[138 µM],-3%[87.6 µM],i
COc1cccc(Nc2nc3ccc(C(=O)c4ccccc4)cc3n3c(C)nnc23)c1,4,24%,nt,nt,nt,1%,nt
COCc1ccc2c(c1)c(OC(C)(C)C(=O)NCc1ccncc1)nn2Cc1cccc(OC)c1,0,1%,?,-4%,10µM*,-3%,i
COc1ccc(-c2c(C(=O)NCC3CC3)nc3sccn23)cc1,16,11%[87.6 µM],-26%[172 µM],nt,-20%[138 µM],-12%[87.6 µM],i
O=c1[nH]c(C2CCCN([S+](=O)([O-])c3cccc(C(F)(F)F)c3)C2)nn1-c1ccc(F)cc1 (configuration not stated),0,0%,-24%,3%,-14%,-1%,i
COc1ccc(N2CCN(C(CNC(=O)C(=O)NCc3cccnc3)c3cccnc3)CC2)cc1 (configuration not stated),-6,-28%,nt,nt,nt,18%,nt
CCCCN(CC)C(=O)c1cc2c(=O)n3cccc(C)c3nc2n1C,17,6%,nt,nt,nt,?,nt
Cc1ccc(-c2cc3c(=O)n(CCNC(=O)c4ccc(F)c(F)c4)ccn3n2)c(C)c1,-8,82%[activator],-22%,?,?,-11%,-32%
CSc1cccc(Nc2cc(C(=O)NC3CCCCC3)c3ccccc3n2)c1,11,22%,nt,nt,nt,18%,nt
O=S(=O)(NC[C@H]1O[C@@H](CO)[C@@H](O)[C@H]1N1CCOCC1)c1ccccc1,9,-8%[87.6 µM],i,2%[172 µM],i,3%[87.6 µM],-11%[88.5 µM]
O=C(Nc1ccccc1)N1CCC(C(=O)N2CCCC(c3nc4ccncc4[nH]3)C2)CC1 (configuration not stated),-1,-30%,-2%,nt,-3%,0%,i
CN1C[C@H](NCc2cccc(Cl)c2)CCC[C@@H](C(=O)NCc2cc(F)cc(F)c2)CC1=O,-7,?,45µM*,9%,?,-11%,i
COc1ccc(C2=NN(C(C)=O)C(c3cn(-c4ccccc4)nc3-c3cccs3)C2)cc1 (configuration not stated),7,-2%,nt,nt,nt,-1%,nt
COc1ccccc1NC(=O)C1CCN(S(=O)(=O)c2cn(C)cn2)CC1,-9,25%,nt,nt,nt,-8%,nt
CCn1nccc1C(=O)N1CCC(N2CC3CC(C2)[C@H]2CCCC(=O)N2C3)CC1 (some centres not stated),1,-14%,1%,-17%,5%,5%,2%
CCOC(=O)c1c(C)[nH]c(CCC(=O)NCCCN2CCN(c3cc(C)ccc3C)CC2)c1C,8,?,nt,nt,nt,?,nt
CN(CC1CCOC1)C(=O)NCc1ccco1 (configuration not stated),14,5%,0%,-10%,i,-1%,-27%
Cc1cccc(C)c1NC(=O)Cn1c(SCC(=O)NCc2ccccc2)nc2ccccc21,39,-10%,nt,nt,nt,-7%,nt

# 3 of the compounds above, as tab-separated lines.
SMILES	IP6K1 inhibitor	SNCA expr inh	HEK cytotox	Luciferase inh	NIH3T3 tox	HEK293 viab	GPT2 inh
O=c1[nH]c(C2CCCN([S+](=O)([O-])c3cccc(C(F)(F)F)c3)C2)nn1-c1ccc(F)cc1 (configuration not stated)	0	0%	-24%	3%	-14%	-1%	i
COc1ccc(N2CCN(C(CNC(=O)C(=O)NCc3cccnc3)c3cccnc3)CC2)cc1 (configuration not stated)	-6	-28%	nt	nt	nt	18%	nt
CCCCN(CC)C(=O)c1cc2c(=O)n3cccc(C)c3nc2n1C	17	6%	nt	nt	nt	?	nt

# The list continues.
SMILES,IP6K1 inhibitor,SNCA expr inh,HEK cytotox,Luciferase inh,NIH3T3 tox,HEK293 viab,GPT2 inh
Cc1cnc(-c2ccccc2)n1C1CCCN(C(=O)C(C)C)C1 (configuration not stated),-4,-3%,?,-1%,-12%,-6%,1%
COc1ccc(CC2CCOC3(CCN(C(=O)c4ccco4)CC3)C2)cc1 (configuration not stated),18,-20%,50µM*,nt,?,2%,i
CCOc1ccccc1NC(=O)N1C[C@H](Oc2ccccc2)C[C@@H]1C(=O)NCCOC,22,13%,-13%,1%,-8%,-2%,i
CC1=C(c2ccc(F)cc2)S(=O)(=O)N=C1N1CCC(C(=O)NCCc2ccccc2)CC1,3,-12%,nt,nt,nt,10%,nt
CN1C[C@@H](NC(=O)c2cccs2)C[C@H]1c1nc(-c2ccc(F)cc2)no1,3,30%[activator][87.6 µM],89µM*,-29%[172 µM],?,-5%[87.6 µM],-6%[88.5 µM]
CCOc1cccc(CN2CC(Oc3ccccc3C(=O)N3CCOCC3)C2)c1,-17,-21%,?,nt,?,-27%,-2%
COc1ccc(-c2noc(-c3ccc(N4CCN(c5ccccc5)CC4)c([N+](=O)[O-])c3)n2)cc1,5,49%[activator],nt,nt,nt,3%,nt
CC(C)C(NC(=O)c1ccc(O)cc1)C(=O)N1CCCC1C(=O)Nc1c(O)cccc1C(=O)O (configuration not stated),-2,nt,nt,nt,nt,-10%[23.9 µM],i
O=C1CC2(CCN(C(=O)c3ccc(Cl)cc3)CC2)Oc2ccccc2N1,-9,?,?,nt,-22%,-11%,-6%
COC(=O)c1cccc(CN2C[C@@H]3C(C)(C)COc4ccc(OC)cc4[C@]3(CO)C2)c1,8,nt,?,nt,?,nt,nt
COCCN(C)C[C@@H]1CN(C(=O)c2ccc(-c3ccccc3)n2C)C[C@@H]1CO,-34*,133%[activator],-26%,-20%,-24%,12%,i[11.5 µM]
Cc1noc(-c2cn(C3CCN(C(=O)c4cc(Cl)ccc4F)CC3)nn2)n1,21,-23%,-20%,0%,?,-4%,i
CCOc1ccc(-c2cc3c(=O)n(CCNC(=O)Cc4cccs4)ccn3n2)cc1,-9,30%[activator],?,?,-20%,-13%,i
Cc1nnc(N2C(=O)c3oc4ccccc4c(=O)c3C2c2cccc(OCCC(C)C)c2)s1 (configuration not stated),-18,-29%,nt,nt,nt,-15%,nt
Cc1ccc(NC(=O)Cn2c(CCC(=O)O)ccc2-c2cccs2)cc1,-9,48%[activator],nt,nt,nt,11%,nt
O=C(COc1ccc(NC(=O)C2CC2)cn1)NCc1cc(F)cc(F)c1,-6,6%,1%,2%,-12%,4%,i
O=C(c1ccc2c(c1)N(Cc1cccc(Cl)c1)C(=O)c1ccccc1S2(=O)=O)N1CCC(Cc2ccccc2)CC1,0,-8%,nt,nt,nt,11%,nt
Cc1nc2ccn(Cc3cccnc3)c(=O)c2cc1C(=O)N1CCN(c2ccc(F)cc2)CC1,-5,28%,nt,nt,nt,-2%,nt
N#Cc1ccc(S(=O)(=O)N2CCC(Cc3nc(-c4ccncc4)n[nH]3)C2)cc1 (configuration not stated),-4,-16%,-24%,1%,-23%,7%,-4%
CC(C)c1ccc(S(=O)(=O)c2nnn3c2nc(NCc2ccc(F)cc2)c2ccccc23)cc1,10,-4%,-25%,nt,?,9%,-9%
Cc1c(Cl)cccc1-n1ncc(C(=O)Nc2ccc3c(c2)OCCO3)c1C1CCN(C(=O)OC(C)(C)C)CC1,13,-14%,nt,nt,nt,-21%,nt
Cc1cc(=O)n2nc(N3CCC(C(=O)Nc4ccc(C)c(Cl)c4)CC3)sc2n1,-4,12%,nt,nt,nt,-5%,nt
O=C(c1ccc(C(F)(F)F)cc1)N1CCn2c(nnc2C2CC2)C1,-3,12%[87.6 µM],-22%[172 µM],-12%[172 µM],-14%[138 µM],3%[87.6 µM],i

# Structures above containing a thiophene ring, fused or not, in the order listed:
SMILES,IP6K1 inhibitor,SNCA expr inh,HEK cytotox,Luciferase inh,NIH3T3 tox,HEK293 viab,GPT2 inh
CN(Cc1ccsc1)c1ccc(C(=O)N2CCCN(c3ncccn3)CC2)cn1,-8,-18%,1%,8%,-4%,0%,i
COc1ccc(C2=NN(C(C)=O)C(c3cn(-c4ccccc4)nc3-c3cccs3)C2)cc1 (configuration not stated),7,-2%,nt,nt,nt,-1%,nt
CN1C[C@@H](NC(=O)c2cccs2)C[C@H]1c1nc(-c2ccc(F)cc2)no1,3,30%[activator][87.6 µM],89µM*,-29%[172 µM],?,-5%[87.6 µM],-6%[88.5 µM]
CCOc1ccc(-c2cc3c(=O)n(CCNC(=O)Cc4cccs4)ccn3n2)cc1,-9,30%[activator],?,?,-20%,-13%,i
Cc1ccc(NC(=O)Cn2c(CCC(=O)O)ccc2-c2cccs2)cc1,-9,48%[activator],nt,nt,nt,11%,nt

# Filtered by structure: those above with a COOH group
SMILES,IP6K1 inhibitor,SNCA expr inh,HEK cytotox,Luciferase inh,NIH3T3 tox,HEK293 viab,GPT2 inh
O=C(O)C1(Oc2ccc3ccccc3c2)CCN(c2ncnc3nc[nH]c23)CC1,-11,-22%,-15%,13%,-2%,12%,3%
CC(C)C(NC(=O)c1ccc(O)cc1)C(=O)N1CCCC1C(=O)Nc1c(O)cccc1C(=O)O (configuration not stated),-2,nt,nt,nt,nt,-10%[23.9 µM],i
Cc1ccc(NC(=O)Cn2c(CCC(=O)O)ccc2-c2cccs2)cc1,-9,48%[activator],nt,nt,nt,11%,nt

# From PubChem BioAssay

# The list is partial; count on the stated rates, not on these rows.
